Assay outcomes deposited in PubChem by Sanford-Burnham Center for Chemical Genomics.
SENP6 block: blocks the human protease SENP6. Q9GZR1. Recombinant SENP6 catalytic domain, aminoluciferin luminescence. inhibition, % at 10 µM. actives 1.8% (n = 330,000);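 active = inhibition above about 50% at the single tested dose, limit read from the data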;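 note: plate controls were DMSO wells with enzyme for no effect and DMSO wells lacking enzyme for full effect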
PfGluPho inh: PfG6PD (Plasmodium falciparum) enzyme inhibition. AID 504690. PfGluPho enzyme, NADPH resazurin-diaphorase fluorescence. inhibition, % at 20 µM. actives 0.78% (n = 350,000);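 active = inhibition reaching at least a set limit at 20 µM in the primary screen, cut at about 59% in these data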;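 note: 0% = DMSO wells with substrate and 100% = DMSO wells lacking glucose-6-phosphate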
SENP1 inh: blocks the human SENP1 SUMO protease catalytic domain | recombinant SENP1 catalytic domain, CyPet-SUMO1-YPet FRET cleavage | inhibition, % at 10 µM | actives 0.21% (n = 360,000);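 active = inhibition at least 30% at 10 µM, raw YFP signal under a set limit, fluorescence ratio 0.5 to 1.5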;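 note: 0% = enzyme with DMSO and 100% = no enzyme wells; some results filed as inactive read as strong as hits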
Target sequence (Q9P0U3 419-644 limits assumed): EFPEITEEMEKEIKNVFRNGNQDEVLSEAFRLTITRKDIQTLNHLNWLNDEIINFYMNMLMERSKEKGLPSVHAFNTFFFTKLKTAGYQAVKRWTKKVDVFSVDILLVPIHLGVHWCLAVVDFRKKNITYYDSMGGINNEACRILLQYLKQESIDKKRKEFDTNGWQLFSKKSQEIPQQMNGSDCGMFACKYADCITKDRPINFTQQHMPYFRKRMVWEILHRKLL
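Assay system – human recombinant His6-tagged SENP1 catalytic domain enzyme · Input – SENP1 enzyme, 20 pM final · Buffer or medium – Tris pH 8 buffer plus EDTA, NaCl, BME, BSA, NP40, catalase · Schedule – 50 min reaction at room temperature · Technique – FRET read of cyan and yellow fluorescence · Control set – no-enzyme wells low, DMSO-plus-enzyme wells high control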
ATG4B inh: ATG4B (human) cysteine protease inhibition; Q9Y4P1; ATG4B cleavage of LC3-PLA2, NBD-HPC fluorescence, 1 h; inhibition, % at 8.33 µM; actives 0.51% (n = 340,000); in the data active = inhibition above about 40%
hIAP act: human IAP activation. activation factor at 10 µM. actives 0.16% (n = 330,000). purified human IAP, CDP-Star luminescence, 30 min; active compounds read high; 1 = vehicle-only enzyme, 0 = enzyme-free background. P09923;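 active = activation factor of the enzyme at least 2-fold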; note: the source names both 10 and 20 µM as test concentration; values of inactives mirror those of a sister screen read the other way
Target sequence (P09923 whole entry, looked up): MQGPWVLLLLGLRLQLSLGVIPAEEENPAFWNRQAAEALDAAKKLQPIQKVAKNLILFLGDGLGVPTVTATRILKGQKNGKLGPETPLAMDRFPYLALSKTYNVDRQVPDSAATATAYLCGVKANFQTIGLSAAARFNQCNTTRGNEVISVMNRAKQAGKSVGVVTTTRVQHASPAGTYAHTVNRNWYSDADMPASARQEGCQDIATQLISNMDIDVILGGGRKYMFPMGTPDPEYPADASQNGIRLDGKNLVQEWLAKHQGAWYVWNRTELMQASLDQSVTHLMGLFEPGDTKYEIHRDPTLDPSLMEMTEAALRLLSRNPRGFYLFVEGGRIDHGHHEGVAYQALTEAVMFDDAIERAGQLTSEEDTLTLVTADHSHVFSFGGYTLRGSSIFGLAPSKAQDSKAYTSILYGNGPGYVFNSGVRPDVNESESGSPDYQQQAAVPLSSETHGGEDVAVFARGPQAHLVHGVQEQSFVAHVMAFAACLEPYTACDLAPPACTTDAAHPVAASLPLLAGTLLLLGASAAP
MPTP inh: permeability transition pore inhibition. actives 1.4% (n = 360,000). inhibition, % at 10 µM. isolated mouse mitochondria, Ca2+ swelling absorbance, 30 min. AID 602449;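 active = inhibition of 50% or more, scaled per plate between neutral and stimulator controls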;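 note: 0% = DMSO wells given calcium and 100% = 1 mM EGTA wells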
SENP8 block: inhibitors of human SENP8 protease. Q96LD8. recombinant SENP8, Nedd8 substrate fluorescence. inhibition, % at 20 µM. actives 0.64% (n = 360,000); in the data active = inhibition mostly above about 40%, no sharp cut-off; inactive = mostly below about 27%
Target sequence (Q96LD8 whole entry, looked up): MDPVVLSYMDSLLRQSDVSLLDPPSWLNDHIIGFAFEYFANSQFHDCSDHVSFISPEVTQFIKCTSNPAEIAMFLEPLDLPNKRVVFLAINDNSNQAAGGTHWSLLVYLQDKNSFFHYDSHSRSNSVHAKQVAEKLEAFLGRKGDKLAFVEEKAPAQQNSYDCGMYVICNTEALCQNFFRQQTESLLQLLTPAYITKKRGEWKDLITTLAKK
GRIN3A LBD mod: modulators (binders) of human NR3A ligand-binding domain; NR3A LBD differential scanning fluorimetry, Tm shift; 0% = protein alone, 100% = glycine-bound protein; Tm shift relative to glycine control, % at 25 µM; actives 2.5% (n = 340,000);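 active = melting temperature shift of at least 10% of the positive control shift, at one fixed dose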
* marks the source's active call; other numbers are inactive results; i = inactive; nt = no result given.

SMILES	SENP6 block	PfGluPho inh	SENP1 inh	ATG4B inh	hIAP act	MPTP inh	SENP8 block	GRIN3A LBD mod
O=C(Nc1ccncc1)C1CCN(S(=O)(=O)c2ccc(Cl)c(C(F)(F)F)c2)CC1	2	15	0	-6	1.1	3.6	4	-2
COc1cccc(CC(=O)Nc2cc(S(=O)(=O)N3CCOCC3)ccc2OC)c1	0	-12	-2	9	0.97	0.6	12	-1
Cc1ccc(C)c(NS(=O)(=O)c2ccc3[nH]c(=O)oc3c2)c1	-10	-8	5	-9	1.1	0.6	14	-1
CCOc1ccc(NC(=O)CN2CCN(c3ccccc3C)CC2)cc1S(=O)(=O)N1CCCC1	-2	5	-1	-13	0.98	-1.3	1	0
Cc1cc2ncn(S(=O)(=O)N3CCCCC3)c2cc1C	11	-9	1	-2	1.2	0.0	1	2
Cc1[nH][nH]c(=O)c1C(c1ccc(-c2ccc(Cl)c(C(=O)O)c2)o1)c1c(C)[nH][nH]c1=O	nt	32	-6	14	nt	0.6	4	2
COc1ccc2[nH]c(=O)c(CNC3CCCCC3)cc2c1	-15	-17	9	-4	0.96	-8.7	i	0
C[C@@H](C(=O)NCc1ccc(S(C)(=O)=O)cc1)[C@H]1C[C@]1(C)[C@H](NC(=O)OCc1ccccc1)c1ccccc1	-4	-3	nt	-6	0.82	nt	nt	-1
Cc1cc(NC2CCCC2)n2nc(C)c(-c3ccccc3)c2n1	-5	29	1	-2	0.99	-0.5	-276	0
CC1CCN(C(=O)CSc2nnc(Cc3cccn3C)n2CCc2ccccc2)CC1	-11	11	-5	13	0.92	-0.4	-12	-1
O=C(CSc1nc2ccccc2[nH]1)Nc1ccc(F)c(F)c1	-27	16	4	-7	1	32	8	-12
FC(F)(F)c1cnc(Oc2ccccc2-c2nnc(-c3ccc(Cl)cc3)o2)c(Cl)c1	9	13	3	1	1.1	13	8	0

Looked up by structure from above:
SMILES	SENP6 block	PfGluPho inh	SENP1 inh	ATG4B inh	hIAP act	MPTP inh	SENP8 block	GRIN3A LBD mod
O=C(Nc1ccncc1)C1CCN(S(=O)(=O)c2ccc(Cl)c(C(F)(F)F)c2)CC1	2	15	0	-6	1.1	3.6	4	-2
FC(F)(F)c1cnc(Oc2ccccc2-c2nnc(-c3ccc(Cl)cc3)o2)c(Cl)c1	9	13	3	1	1.1	13	8	0
CC1CCN(C(=O)CSc2nnc(Cc3cccn3C)n2CCc2ccccc2)CC1	-11	11	-5	13	0.92	-0.4	-12	-1
O=C(CSc1nc2ccccc2[nH]1)Nc1ccc(F)c(F)c1	-27	16	4	-7	1	32	8	-12
COc1ccc2[nH]c(=O)c(CNC3CCCCC3)cc2c1	-15	-17	9	-4	0.96	-8.7	i	0
Cc1[nH][nH]c(=O)c1C(c1ccc(-c2ccc(Cl)c(C(=O)O)c2)o1)c1c(C)[nH][nH]c1=O	nt	32	-6	14	nt	0.6	4	2

(cont.)
SMILES	SENP6 block	PfGluPho inh	SENP1 inh	ATG4B inh	hIAP act	MPTP inh	SENP8 block	GRIN3A LBD mod
CCCCCC(O)c1cccc(OCc2ccc3ccccc3n2)c1 (configuration not stated)	23	28	-1	4	1.1	51*	8	-15
Cc1cc(NC(=O)CSc2nc(-c3ccco3)cc(C(F)(F)F)n2)n(-c2ccccc2)n1	8	-2	-7	10	1	0.3	-14	0
N#Cc1cc(-c2ccccc2)nnc1Oc1ccccc1	-16	-9	2	-3	0.94	0.8	19	-3
COc1ccc(NC(=O)C2=CC(c3ccco3)=NS(=O)(=O)N2C)cc1OC	-6	15	0	-4	1.1	-1.1	19	-1
C=CCNC(=O)CCc1nnc(C2(c3ccc(Cl)cc3)CCC2)o1	8	2	1	-15	1.2	-0.4	11	3
Cc1ccc(CCNC(=O)C2CCCN(c3nc4ccccc4o3)C2)cc1 (configuration not stated)	6	3	0	-8	0.89	0.5	12	-1
Cc1c(C(=O)N2CCOCC2)sc(NC(=O)Cc2ccccc2)c1C#N	-3	0	-7	-11	0.95	-0.8	20	-1
CCN(CC)S(=O)(=O)c1ccc(=O)n(CC(=O)N2CCCc3cc(C)ccc32)c1	5	-13	1	0	0.76	-1.6	-11	-2
S=C1NCCN1CC1CCN(CC2CCCC2)CC1	nt	10	1	nt	nt	-0.9	0	3
CCn1c(=O)cc(OCC(=O)NC2CCCCC2)c2ccccc21	-3	-13	2	0	1.1	-1.5	2	2
CCCCOc1ccc(C(=O)N/C(=C/C=C/c2ccccc2)C(=O)N2CCOCC2)cc1	5	5	-4	-7	1.1	1.6	-99	3
Cc1cc(Nc2ccc(Cl)cc2)n2nnnc2n1	-10	11	-1	1	1.1	-0.5	-20	-4
COCc1ccc(CN2CCCC(CO)(Cc3cccc(Cl)c3)C2)o1 (configuration not stated)	-14	4	0	-12	0.99	-0.6	17	0
CC1(C)CN(c2ccsc2C(=O)O)C1=O	6	-15	1	9	0.97	-1.1	5	-2
COc1ccc([N+](=O)[O-])cc1NC(=O)C(C)c1ccccc1 (configuration not stated)	-22	17	0	-6	0.9	1.4	20	-1
Cc1cc(OCC(=O)NC2CC(C)(C)NC(C)(C)C2)c(C)cc1Br	0	9	-1	1	1.4	-2.8	-1	0
Cc1cccc(N2C(=O)C(Oc3ccc(Cl)cc3Cl)C2C(=O)O)c1C (configuration not stated)	13	-27	4	2	1.1	0.4	12	0
CCc1cc(C(=O)NC2CCCc3c2cnn3-c2ccc(F)cc2F)no1 (configuration not stated)	nt	-4	-5	nt	nt	8.1	-6	nt
COCCNC(=O)c1ccc(C)c(S(=O)(=O)Nc2ccc(C)cc2)c1	11	5	2	-2	1.1	-4.2	11	-2
COc1ccc(CCN=C(N)NS(=O)(=O)c2ccc(OC)cc2)cc1	17	-13	1	34	1.1	0.5	10	-2
COP(=O)(OC)c1ccc(NCc2cc(O)ccc2O)cc1	nt	49	6	4	nt	0.0	23	0
O=C(Nc1ccc(Cl)cc1)Nc1ccc(S(=O)(=O)Nc2ncccn2)cc1	12	-33	1	6	1.1	-0.8	6	5
O=C1c2ccccc2C(=O)N1CCSc1nc2ccccc2c(=O)n1CCCN1CCOCC1	-15	20	1	2	0.84	-0.2	15	0
O=C(Cn1c2[n+](c3ccc(C(F)(F)F)cc31)CCCCC2)Nc1ccc(Br)cc1	-19	-11	-1	8	1	9.9	18	0
O=C(N/N=C/c1cccnc1)c1ccccc1[N+](=O)[O-]	-2	5	-1	-1	0.91	2.4	15	-1
CCOC(=O)c1c(C)c(C(=O)N2CCN(c3ccc(F)cc3)CC2)c(C)n1C	-18	-14	0	-4	0.86	1.4	8	-2
O=C(CSc1cccc2cccnc12)Nc1cc(C(=O)O)cc(C(=O)O)c1	7	1	1	-2	1.2	-1.7	-441	2
Oc1c(Br)cccc1/C=N/c1ncn[nH]1	-1	1	-28	-4	1	-0.6	-5	-1
CCOC(CNC(=O)c1ccc2c(c1)ncn2-c1ccc(F)c(F)c1)OCC	2	-8	0	-9	1.1	0.4	-1	0
O=C(Nc1nc(-c2cccs2)cs1)c1ccc(S(=O)(=O)N2CCCC2)cc1	-13	-18	-1	-16	1.1	6.0	-7	-15
COC(=O)CN1C(=O)[C@H]2[C@@H](/C=C/c3ccccc3)N3C(=O)CN(Cc4ccccc4)C(=O)[C@@]3(C)[C@H]2C1=O	-4	2	-1	-2	0.91	-0.6	4	1
CCOC(=O)c1cn(-c2ccccc2CO)c2c(F)c(F)c(F)cc2c1=O	-14	-9	1	-6	0.96	0.2	4	1
Cc1ccc(C(=O)N/C(=C\c2ccco2)C(=O)NCCN2CCCCC2)cc1C	-13	-7	-4	1	0.94	-0.2	15	1
COc1ccc(OC)c2sc(NC(=O)C(C)C)nc12	-13	40	-44	-5	0.71	-2.2	-1	6
COc1cc(/C=N/N=C(/N)c2nonc2N)cc(Br)c1OCc1ccccc1C	3	2	0	3	1.1	1.7	21	15*
CC(O)/C=C/C1OC(=O)CC1Nc1ccc(C=O)cc1 (configuration not stated)	3	-4	4	-2	0.89	5.7	52*	-5
CN(C)S(=O)(=O)c1ccc(C(=O)OCC(=O)Nc2ccc3c(c2)OCO3)cc1	-7	3	-1	3	0.94	0.0	7	3
C=CCN=C1CC(C)(C)CC(=O)/C1=C(/O)CCC(=O)OC	4	5	1	-13	0.87	-0.7	20	1
CCCCC1=CC2=C(c3ccco3)C(=O)C(C)(OC(=O)c3ccc(OC)cc3)C(=O)C2=CN1C1CCCCC1 (configuration not stated)	15	16	-15	6	0.99	1.2	-200	-2
Oc1ccccc1N=Nc1ccccc1O	nt	-37	6	7	nt	3.9	33	0
Cc1noc(C)c1COC(=O)c1ccccc1Oc1ccccc1	-16	-11	2	-12	1	1.4	29	1
COc1ccccc1-n1c(=O)c2c3c(sc2n2c(SC)nnc12)CCC3	-17	-1	1	-11	1.1	0.3	27	-3
Cc1ccc(C(=O)CC(C(=O)O)n2cnc([N+](=O)[O-])n2)cc1 (configuration not stated)	16	17	3	-2	0.86	1.4	20	-1
CC(=O)Nc1ccc(NC(=O)CSc2nnnn2-c2ccc(F)cc2)cc1	4	-6	3	2	1.1	0.2	17	-4
CCn1c(CC(=O)Nc2ccccc2)nnc1SCc1nc2ccccc2c(=O)[nH]1	-5	-1	1	3	1	1.1	13	-5
O=C(NCCC1=CCCCC1)c1cnc2n(c1=O)CCS2	-7	18	-3	-7	0.8	-1.6	9	7
CCCNc1c(NC(C)=O)c(=O)oc2ccccc12	-1	-3	1	1	1.3	1.3	11	-1
Cc1cc(CNC(=O)C(C)n2cc([N+](=O)[O-])cn2)c2ccccc2n1 (configuration not stated)	-8	-10	2	0	0.97	-1.5	7	1
Cc1ccc2nc(-c3ccc(Br)cc3)cc(C(=O)NCC3CCCO3)c2c1 (configuration not stated)	nt	-8	0	nt	nt	-0.2	-178	nt
COc1ccccc1OCC(=O)Nc1cccc(N(C)S(C)(=O)=O)c1	-3	-1	1	-7	0.97	-1.1	13	7
C=CCN1C(=O)C(Cc2ccccc2)S/C1=N/N=C/c1cccs1 (configuration not stated)	-12	-5	1	1	0.93	0.9	26	3
C[C@@H]1CN([C@H](C)CO)C(=O)CCCn2nncc2CO[C@H]1CN(C)S(=O)(=O)c1cn(C)cn1	nt	-3	0	nt	nt	0.4	10	nt
Cc1cc2c(cc1C)N(C(=O)CN1C(=O)c3ccccc3C1=O)C(C)(C)c1ssc(=S)c1-2	-8	0	2	-16	0.84	-1.9	42*	-1
COc1cc(C2C(C#N)=C(C)NC3=C2C(=O)CC(C)(C)C3)ccc1O (configuration not stated)	-29	7	-2	-1	0.87	-3.7	-178	2
CC1(C)Cc2cccc(OCC(O)CNCc3ccccn3)c2O1 (configuration not stated)	-29	2	2	5	1.2	3.7	15	0
CC(Oc1ccc(Cl)cc1Cl)C(=O)NC1CCSC1=O (configuration not stated)	-3	-11	3	-4	0.94	0.6	14	1
O=C1CC(c2ccccc2F)c2c(c3ccccc3[nH]c2=O)O1 (configuration not stated)	0	-23	2	-3	0.93	1.3	-20	-2
CCC1CCCCN1C(=O)Cn1c(=O)n(CCCC(=O)NCc2ccco2)c(=O)c2sccc21 (configuration not stated)	5	-3	1	-6	0.93	-0.4	-1	-4
O=C(Nc1ccc2c(c1)CCCN2C(=O)c1cccs1)c1cccc(F)c1	50	0	3	9	0.93	0.3	-15	-1
COc1cccc(CNC(=O)COC(=O)C2CCN(c3ccc(C(F)(F)F)cn3)CC2)c1	7	9	0	0	0.96	-0.5	-38	-2
The listing continues:
SMILES	SENP6 block	PfGluPho inh	SENP1 inh	ATG4B inh	hIAP act	MPTP inh	SENP8 block	GRIN3A LBD mod
Cc1nn(-c2ccccc2)c(C)c1C(=O)OC/C(O)=C(\C#N)c1nc2ccccc2[nH]1	5	-34	-63	-2	1.1	4.3	-65	-6
c1ccc(Cc2ccc(OCCN3CCOCC3)cc2)cc1	-3	-7	2	-7	0.84	2.0	10	1
O=C(NCCO)C1CCN(S(=O)(=O)c2ccc(F)cc2)CC1	4	7	2	0	0.97	-0.1	16	1
Cc1ccc(CN2CC(=O)N3[C@H]4c5cc(Cl)ccc5OC[C@@H]4[C@H](c4ccccc4)[C@]3(C)C2=O)cc1	-16	8	-4	-1	1	0.0	-7	-2
